Screens as filed in PubChem BioAssay.
TRHR ag = TRH receptor (human) agonism; TRHR cells, calcium flux fluo-8, FDSS agonist mode; activation, % at 2 µM; 0.18% of 360,000 active; P34981; note: 0% is about no effect
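In this calcium-flux screen, cells bearing human TRHR are dye-loaded with fluo-8, baselined for 10 cycles, then exposed to library compounds; positive kinetic calcium responses during the agonist phase mark hits, with TRH as control.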
D1 antag = human D1 dopamine receptor antagonism; P21728; HEK293 TREx D1 cells, calcium flux, dopamine EC80; stronger effect = lower value; activity change, negative = inhibition, % at 10 µM; 3.2% of 360,000 active; AID 504652; in the data active = activity change below about -30%; note: % is set by controls: 0 for no effect and ±100 for the full control effect
Target sequence (P21728 whole entry, looked up): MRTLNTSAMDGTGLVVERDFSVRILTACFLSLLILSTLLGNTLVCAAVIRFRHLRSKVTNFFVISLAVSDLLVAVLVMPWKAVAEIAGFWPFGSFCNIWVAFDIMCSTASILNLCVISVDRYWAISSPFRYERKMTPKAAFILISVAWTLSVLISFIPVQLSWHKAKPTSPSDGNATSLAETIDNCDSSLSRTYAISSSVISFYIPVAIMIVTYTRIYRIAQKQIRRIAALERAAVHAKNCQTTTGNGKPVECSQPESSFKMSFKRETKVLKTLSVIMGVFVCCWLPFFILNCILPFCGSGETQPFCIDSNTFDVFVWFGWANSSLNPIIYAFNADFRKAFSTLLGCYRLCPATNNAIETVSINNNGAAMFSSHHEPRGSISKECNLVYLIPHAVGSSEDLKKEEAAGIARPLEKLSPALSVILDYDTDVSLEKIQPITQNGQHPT
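Cells carrying a force-coupled, tetracycline-inducible human D1 receptor report calcium flux. Each well gets a 10 s baseline, compound with 180 s monitoring, then an EC80 dopamine stimulus with a second 180 s kinetic read.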
D2 antagonist = D2 dopamine receptor (human) antagonism. HEK293 TREx D2 cells, calcium flux, dopamine EC80. inhibition, % at 10 µM. P14416. 2% of 340,000 active. AID 485344; in the data active = inhibition above about 30%; note: 0% is about no effect
Target sequence (P14416 whole entry, looked up): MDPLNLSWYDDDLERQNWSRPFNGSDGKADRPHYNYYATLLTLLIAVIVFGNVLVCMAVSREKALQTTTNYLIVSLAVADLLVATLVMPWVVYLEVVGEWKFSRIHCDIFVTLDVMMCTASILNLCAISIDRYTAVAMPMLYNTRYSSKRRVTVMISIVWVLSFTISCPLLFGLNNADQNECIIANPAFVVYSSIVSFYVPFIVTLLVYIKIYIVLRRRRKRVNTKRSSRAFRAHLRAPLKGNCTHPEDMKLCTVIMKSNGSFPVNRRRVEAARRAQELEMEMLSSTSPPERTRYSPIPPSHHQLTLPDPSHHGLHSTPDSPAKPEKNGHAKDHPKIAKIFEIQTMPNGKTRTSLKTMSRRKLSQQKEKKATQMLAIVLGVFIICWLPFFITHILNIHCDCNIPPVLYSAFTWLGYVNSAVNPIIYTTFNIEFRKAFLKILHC
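Antagonism is scored as inhibition of an EC80 dopamine-evoked calcium signal in a force-coupled, tetracycline-inducible HEK293 T-REx D2 line, with compound present 180 s before agonist.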
D2 PAM = D2 dopamine receptor (human) potentiation | AID 485347 | HEK293 T-REx D2, calcium flux, EC20 dopamine potentiation | 0.34% of 340,000 active | potentiation, % at 10 µM | P14416;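 active = potentiation over 3 SD above the plate norm, cut at about 30% in these data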; note: 0% is about no effect
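Primary screen. Calcium kinetics in induced HEK293 T-REx D2 cells: compound pre-addition 180 s, EC20 dopamine, 180 s more.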
D1 potentiator = human D1 dopamine receptor positive modulation; potentiation, % at 10 µM; P21728; 0.036% of 360,000 active; HEK293 TREx D1 cells, calcium flux, dopamine EC20 potentiation; AID 504651; in the data active = potentiation above about 30%; note: 0% is about no effect
TRHR enhancer = allosterically enhances the human TRH receptor | 0.66% of 360,000 active | TRHR cells, fluo-8 calcium fluorescence, EC20 TRH enhancement | enhancement, % at 2 µM | P34981; in the data active = enhancement above about 30%; note: 0% is about no effect
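Enhancer read-out: after compound pinning and an initial kinetic agonist-mode read, an EC20 of TRH (10 nM final) was injected and fluo-8 calcium signal (Ex 480/Em 530) followed at 1 s/cycle for 100 cycles in TRHR-expressing cells.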
D2 agonist = activates the human D2 dopamine receptor; P14416; HEK293 T-REx D2 cells, calcium flux agonist mode; activation, % at 2 µM; 0.53% of 340,000 active; AID 485358;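 active = activation over 3 SD above normal in the single-dose calcium agonist read, cut at about 30% in these data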; note: 0% is about no effect
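Calcium-flux readout, 1 cycle/sec over 180 s following compound pin transfer, in inducible HEK293 Trex D2 cells (force-coupled); dopamine controls included. Positive calcium responses during this window marked compounds as potential agonists.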
RXFP1 antagonist = blocks the human relaxin receptor RXFP1. Q9HBX9. HEK293-RXFP1, relaxin-stimulated cAMP HTRF, 30 min; stronger effect = lower value. activity change, negative = inhibition, % at 57.5 µM. 0.59% of 350,000 active. AID 1259400;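 active = activity change of -60% or lower, but not beyond a set lower limit; inconclusive = change between -60% and -40%, or beyond the set limit; inactive = change above -40%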; note: % is set by controls: 0 for no effect and ±100 for the full control effect
D1 agonist = agonists of human D1 dopamine receptor; activation, % at 2 µM; HEK293 T-REx D1 cells, calcium flux, agonist mode; P21728; AID 504660; 1% of 360,000 active; note: 0% is about no effect
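Agonism was scored from calcium flux recorded over 180 s (1 read/s) after pintool compound addition, following a 10-cycle baseline. Cells were inducible force-coupled HEK293 TREx D1, plated overnight at 30 C and loaded with no-wash calcium dye.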
The depositor's hits bear a star; ? = inconclusive; / = not tested or not shown; & = joins results of further samples. Cut-off read from the data, not from the text of the source, unless noted: active = activation above about 30%; inactive = the rest.

Keys: A = TRHR ag; B = D1 antag; C = D2 antagonist; D = D2 PAM; E = D1 potentiator; F = TRHR enhancer; G = D2 agonist; H = RXFP1 antagonist; I = D1 agonist
mol: CCOc1ccc2ncc3c(-c4ccc(C)cc4)nn(-c4cccc(F)c4)c3c2c1
  A: 0.9; B: 1; C: /; D: 18; E: 0; F: 2; G: 0.9; H: /; I: 3
mol: COc1cc(CNCCc2ccc(S(N)(=O)=O)cc2)ccc1OCC(=O)N1CCCCC1
  A: 0.3; B: 4; C: -9; D: -6; E: 3; F: 2; G: 2.0; H: 7; I: 0
mol: C=CCn1c(SCC(=O)NCCCC)nc2scc(-c3ccco3)c2c1=O
  A: -0.2; B: -17; C: -16; D: 3; E: -6; F: -4; G: -0.7; H: -20; I: 2
mol: CCOc1ccc(-n2c(C)nc3c(cnn3-c3ccc(C)cc3)c2=O)cc1
  A: -0.3; B: 11; C: /; D: 20; E: -2; F: 3; G: -0.7; H: -3; I: 0
mol: COC(=O)c1ccc(-c2ccc(/C=N/N3C(=O)C4C5C=CC(CC5)C4C3=O)o2)cc1 (stereo not drawn)
  A: -0.4; B: -4; C: 12; D: 0; E: 20; F: 11; G: -1.1; H: 11; I: 6
mol: O=c1n(Cc2ccccc2Cl)nc2n1-c1ccccc1SC2
  A: -1.4; B: -12; C: /; D: /; E: 5; F: 14; G: /; H: 0; I: 4
mol: O=c1[nH]c(=O)n(Cc2ccco2)c2c1C(C(F)(F)F)(C(F)(F)F)N=C(c1ccc(F)cc1)N2
  A: -0.6; B: /; C: 6; D: 6; E: -3; F: 3; G: 0.1; H: 5; I: 37*
mol: COc1ccc(Sc2cc(C(F)(F)F)nc(-c3ccccn3)n2)cc1
  A: 0.0; B: -16; C: -14; D: 2; E: -2; F: -10; G: -0.7; H: -15; I: 16
mol: CSC(=NC1CCCCC1)NS(=O)(=O)c1ccccc1
  A: -0.6; B: -7; C: -2; D: 8; E: -5; F: 27; G: -0.5; H: -8&8; I: 3
mol: C#Cc1ccc([C@@H]2C=C(C(=O)NCc3ccccc3)O[C@H](OCc3ccc(CO)cc3)C2)cc1
  A: 0.3; B: -11; C: 2; D: 0; E: -2; F: -4; G: -0.3; H: /; I: -2
mol: CN(C)C(CNC(=O)c1ccc2[nH]c(=O)c(=O)[nH]c2c1)c1ccco1 (stereo not drawn)
  A: 0.1; B: -20; C: /; D: /; E: 3; F: -2; G: /; H: 4; I: 1
mol: O=C(NC(=S)NCCN1CCOCC1)c1cccc(Cl)c1
  A: 0.8; B: 23; C: 9; D: 18; E: -8; F: 9; G: 0.5; H: -2; I: 2
mol: COc1ccc(C)cc1NC(=O)CN1C(=O)CSc2ccc(S(=O)(=O)N3CCCC3)cc21
  A: -1.2&-1.9; B: 27&-5; C: -5; D: 13&4; E: -5&-3; F: 12&5; G: 0.3&-0.7; H: -16&-4; I: 1&0
mol: COC(C(=O)Nc1ccnn1C1CCN(Cc2ccc(Cl)s2)CC1)c1ccccc1 (stereo not drawn)
  A: 0.4; B: 31; C: -1; D: 11; E: -7; F: -4; G: -0.3; H: -28; I: 3
mol: Cn1c(=O)c(NC(=O)c2ccccc2)c2n(c1=S)CCCCC2
  A: 0.5; B: 8; C: -3; D: -14; E: 1; F: -5; G: -0.4; H: 3; I: -1
mol: O=C(CCNS(=O)(=O)c1ccc(Br)s1)Nc1ccc(Cl)cc1
  A: 0.6; B: -4; C: -8; D: -7; E: -5; F: 3; G: 0.8; H: -11; I: 6
mol: Cc1ccc(-n2c(Cc3ccccc3)nnc2SCC(=O)NNC(=O)Cc2ccccc2)cc1
  A: -0.6; B: 3; C: 17; D: -3; E: 1; F: 4; G: 0.8; H: -6; I: -1
mol: O=c1cc(O)c2sc(Nc3ccc(Cl)c(F)c3)nc2[nH]1
  A: 0.1; B: 1; C: -4; D: -12; E: 9; F: -1; G: -0.1; H: -13; I: 2
mol: Cc1ccc(-n2c3c(c(=O)[nH]c2=O)C(NC(=O)c2ccccc2F)(C(F)(F)F)C(=O)N3)cc1C (stereo not drawn)
  A: -0.3; B: 8; C: /; D: -6; E: 0; F: 0; G: -0.7; H: /; I: 0
mol: Cc1ccc(S(=O)(=O)C2(C(=O)Nc3ccc4c(c3)OCO4)CC2)cc1
  A: -0.5; B: 5; C: -18; D: -3; E: 1; F: -4; G: 0.1; H: /; I: -2
mol: COc1ccc(CCNC(=O)c2cc(-c3ccncc3)nc3c(Cl)cccc23)cc1OC
  A: -0.6; B: 0; C: 4; D: -6; E: -8; F: -6; G: -0.6; H: 8; I: 3
mol: COC(=O)C1=C(C)N=C2SC(C#N)=C(N)N2C1c1ccc(OC)cc1 (stereo not drawn)
  A: 1.6; B: 7; C: 27; D: 14; E: -3; F: 2; G: 0.3; H: 17; I: 2
mol: O=C(O)c1cccc(NC(=O)c2cccc(S(=O)(=O)N3CCc4ccccc4C3)c2)c1
  A: 0.5; B: 37; C: 6; D: -2; E: -4; F: -1; G: -0.3; H: -2; I: -1
mol: CCc1sc(C(=O)Nc2cccc(C(C)=O)c2)cc1C
  A: -0.6; B: 9; C: -4; D: -10; E: -3; F: 3; G: -1.1; H: /; I: 0
mol: Cc1cc2c(c(SCC(=O)NCCc3ccccc3)n1)C(=O)OC2
  A: 0.6; B: 3; C: /; D: /; E: 12; F: -9; G: /; H: 3; I: 2

Next section.
Values in the order: TRHR ag | D1 antag | D2 antagonist | D2 PAM | D1 potentiator | TRHR enhancer | D2 agonist | RXFP1 antagonist | D1 agonist
Cc1ccc(C)c(N(CC(=O)Nc2ccccc2C(=O)NCc2ccco2)S(=O)(=O)c2ccccc2)c1
 : 2.0 | -5 | 0 | -18 | -11 | -7 | 4.5 | 1 | 4
CC(=O)Nc1ccc2nc(NC(=O)c3cccs3)sc2c1
 : -0.1 | -9 | -3 | -1 | -2 | -3 | -0.4 | 10 | 1
COc1ccc(-c2c(C#N)c(C)nc3c2C(=O)c2ccccc2-3)cc1
 : -0.1 | 83 | -18 | 8 | 3 | 4 | 0.1 | -5 | 23
Cc1cc(-c2nnc(SCC(=O)Nc3ccc(F)cc3)n2N)n[nH]1
 : 0.4 | 6 | / | / | 0 | 18 | / | -13 | 4
NC(=O)CN1CCN(S(=O)(=O)c2ccc(Br)cc2)CC1
 : 0.0 | 5 | 4 | 12 | -4 | -4 | 0.9 | -7 | 3
CC1CCc2cc(F)ccc2N1C(=O)c1cccs1 (stereo not drawn)
 : 1.2 | 9 | -4 | 7 | -2 | -5 | -1.2 | 12 | 1
Nc1c(C(=O)OCC2CCCO2)c2nc3ccccc3nc2n1C1CCCC1 (stereo not drawn)
 : -0.1 | -1 | 7 | 1 | -4 | 0 | 0.6 | 2 | 0
Cc1cccc2sc(N(CCN3CCOCC3)C(=O)CCS(=O)(=O)c3ccccc3)nc12
 : -0.1 | -2 | 3 | -5 | 2 | -8 | -0.3 | -10 | 3
Cc1[nH]c2ccc(C(=O)OC(C)C(=O)N(C)c3ccccc3)cc2c1C (stereo not drawn)
 : -0.2 | -17 | -2 | 12 | -3 | -11 | -0.8 | -9 | 0
O=C(OCC#CCSc1nc2ccccc2s1)c1ccco1
 : -0.1 | 9 | -42 | -26 | 5 | -3 | 0.0 | -9 | 3
Cc1c(N)cc(C(=O)N2CCOCC2)cc1[N+](=O)[O-]
 : -0.7 | 6 | 5 | 4 | -4 | 1 | 1.2 | 12 | 2
COc1cccc(NC(=S)N2c3ccccc3CC2C)c1 (stereo not drawn)
 : 0.4 | 11 | 6 | 4 | 7 | -1 | 0.6 | -1 | 2
CC(C)CSc1nc2ccccc2n1CC(=O)O
 : 0.1 | -18 | 0 | -9 | -3 | 0 | 0.0 | -22 | 4
Cc1cc(=O)oc2c1c(C)nn2-c1nn[nH]n1
 : 0.5 | 16 | -2 | -4 | 1 | 1 | 1.0 | -5 | 5
O=C(c1cccc([N+](=O)[O-])c1)c1ccc2c(c1)OCCOCCOCCO2
 : -0.1 | -6 | 12 | -3 | -7 | -7 | 0.2 | -15 | 2
COC(=O)c1ccccc1NC(=O)CCCn1c(=O)c2cccn2c2cccnc21
 : -1.5 | -7 | / | -6 | -3 | 1 | -1.3 | 9 | 1
COc1cc(C(=O)OCCCN2CCOCC2)ccc1O
 : 1.4 | 20 | 11 | 6 | 3 | 1 | 0.9 | -5 | 0
CC(NC(=O)C(Cc1ccccc1)NC(=O)c1ccccc1)C(=O)O (stereo not drawn)
 : 1.5 | 5 | -7 | 1 | 0 | 4 | 0.1 | -2 | 0
CC1CN(C(=O)CSc2nnc(-c3ccccc3)o2)CC(C)O1 (stereo not drawn)
 : -0.1 | 2 | -3 | -4 | 3 | 7 | 0.3 | 3 | 0
O=C(C/C=N\OCc1ccc(Cl)cc1Cl)Nc1ccccc1
 : -0.5 | -11 | -3 | 6 | -4 | -2 | -0.2 | 6 | 13
Cc1c(-c2ccc(F)cc2)nc(N)c(C#N)c1-c1cccnc1
 : -1.1 | 10 | -5 | 18 | 5 | 4 | 0.3 | -24 | 2
COc1ccc(-c2oc3cccnc3c2C#CCO)cc1
 : -0.3 | -4 | -1 | -5 | -8 | 18 | -0.2 | / | 2
Cc1cc2ccccc2nc1SCC(=O)N1c2ccccc2CC1C (stereo not drawn)
 : 0.5 | 7 | 0 | -3 | -5 | -1 | 0.1 | 8 | 3
CCn1nnnc1SCC(=O)Nc1nc2ccc(OC)cc2s1
 : 0.4 | 30 | -19 | -8 | 4 | 1 | 0.6 | -3 | 1
CCn1c(=O)c([N+](=O)[O-])c(Cl)c2ccccc21
 : 5.4 | -9 | 7 | 2 | -4 | -11 | 2.4 | ? | 1

Of the compounds above, these have a thiophene ring, fused or not:
Values in the order: TRHR ag | D1 antag | D2 antagonist | D2 PAM | D1 potentiator | TRHR enhancer | D2 agonist | RXFP1 antagonist | D1 agonist
C=CCn1c(SCC(=O)NCCCC)nc2scc(-c3ccco3)c2c1=O
 : -0.2 | -17 | -16 | 3 | -6 | -4 | -0.7 | -20 | 2
COC(C(=O)Nc1ccnn1C1CCN(Cc2ccc(Cl)s2)CC1)c1ccccc1 (stereo not drawn)
 : 0.4 | 31 | -1 | 11 | -7 | -4 | -0.3 | -28 | 3
O=C(CCNS(=O)(=O)c1ccc(Br)s1)Nc1ccc(Cl)cc1
 : 0.6 | -4 | -8 | -7 | -5 | 3 | 0.8 | -11 | 6
CCc1sc(C(=O)Nc2cccc(C(C)=O)c2)cc1C
 : -0.6 | 9 | -4 | -10 | -3 | 3 | -1.1 | / | 0
CC(=O)Nc1ccc2nc(NC(=O)c3cccs3)sc2c1
 : -0.1 | -9 | -3 | -1 | -2 | -3 | -0.4 | 10 | 1
CC1CCc2cc(F)ccc2N1C(=O)c1cccs1 (stereo not drawn)
 : 1.2 | 9 | -4 | 7 | -2 | -5 | -1.2 | 12 | 1
